Screens as filed in PubChem BioAssay.
CYP2C19 act = activators of human cytochrome P450 2C19; recombinant CYP2C19, luciferin-H EGE luminescence; hits give high values; 0 = fully inhibited enzyme, 1 = untreated enzyme; activation factor at 5 µM; 96,000 tested, under 10 active; AID 1025;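 active = activation factor of at least 2 at 5 µM in the primary screen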;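 also: 0 = wells with 2.5 mM tranylcypromine and 1 = vehicle-only wells; values of inactives mirror those of a sister screen read the other way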
Pyk2 oligo antag = antagonists of human Pyk2 oligomerization; Q14289; Q293 cells, Pyk2 FERM NanoBiT luminescence; hits give low values; z-score (the deposit names both 25 µM and 10 µM); actives 0.83% (n = 99,000);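 active = Z-score of -3 or lower, scaled per plate to the spread of control and sample wells; inactive = z-score above -3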;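 also: negative z-score means lost luminescence so less FERM oligomerization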
CYP2C9 inhib = human CYP2C9 inhibition; P11712; CYP2C9 Supersomes, luciferin-H conversion, luminescence; inhibition, % at 5 µM; actives 20% (n = 96,000); AID 777;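 active = blocking of liver enzyme CYP2C9 beyond about 50% at 5 µM, limit read from the data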; also: values of inactives mirror those of a sister screen read the other way
Target sequence (P11712 whole entry, looked up): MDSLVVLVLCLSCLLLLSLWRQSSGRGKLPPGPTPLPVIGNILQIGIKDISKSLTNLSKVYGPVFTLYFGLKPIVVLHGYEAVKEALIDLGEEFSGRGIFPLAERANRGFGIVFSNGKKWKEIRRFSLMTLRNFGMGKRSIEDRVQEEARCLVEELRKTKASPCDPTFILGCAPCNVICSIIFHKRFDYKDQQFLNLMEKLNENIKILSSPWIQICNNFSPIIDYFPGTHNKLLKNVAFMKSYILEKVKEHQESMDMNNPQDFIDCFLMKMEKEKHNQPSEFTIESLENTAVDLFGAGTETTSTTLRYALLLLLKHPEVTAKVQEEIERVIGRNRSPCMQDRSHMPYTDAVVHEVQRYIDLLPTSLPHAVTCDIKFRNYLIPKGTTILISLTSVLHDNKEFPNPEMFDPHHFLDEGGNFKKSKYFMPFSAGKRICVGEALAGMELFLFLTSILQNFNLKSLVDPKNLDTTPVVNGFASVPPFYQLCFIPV
MT1-MMP txn act = activates MT1-MMP transcription; HT1080 MT1-MMP promoter luciferase reporter, luminescence, overnight; hits give high values; activation factor at 10 µM; actives 0.16% (n = 86,000); AID 750;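 active = activation factor of at least 2 for MT1-MMP transcription at 10 µM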
PLAP act = human PLAP activation; P05187; purified PLAP enzyme, luminescent substrate read-out; hits give high values; activation fold at 20 µM; actives 1.2% (n = 96,000); AID 696; in the data active = activation fold above about 2
Target sequence (P05187 whole entry, looked up): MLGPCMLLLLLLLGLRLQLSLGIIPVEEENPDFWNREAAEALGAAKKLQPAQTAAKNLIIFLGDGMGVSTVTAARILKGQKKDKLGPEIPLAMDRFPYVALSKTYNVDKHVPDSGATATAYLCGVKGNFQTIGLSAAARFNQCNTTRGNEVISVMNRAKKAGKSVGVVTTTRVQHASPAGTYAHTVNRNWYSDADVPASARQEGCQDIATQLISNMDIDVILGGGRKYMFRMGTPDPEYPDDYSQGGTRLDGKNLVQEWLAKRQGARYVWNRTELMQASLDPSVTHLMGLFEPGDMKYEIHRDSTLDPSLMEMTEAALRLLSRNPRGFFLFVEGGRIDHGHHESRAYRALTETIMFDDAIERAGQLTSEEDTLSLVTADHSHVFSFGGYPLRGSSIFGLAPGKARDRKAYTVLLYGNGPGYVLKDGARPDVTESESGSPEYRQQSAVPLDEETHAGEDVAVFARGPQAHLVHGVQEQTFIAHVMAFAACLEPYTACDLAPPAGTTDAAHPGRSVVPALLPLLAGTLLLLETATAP
CYP2C19 inh = human CYP2C19 inhibition | CYP2C19 Supersomes, luciferin-H EGE luminescence, 30 min | P33261 | AID 778 | actives 21% (n = 96,000) | inhibition, % at 5 µM;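 active = CYP2C19 inhibition above a set limit at 5 µM in the primary screen, cut at about 50% in these data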;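 also: plate controls were negative control wells for no effect and 2.5 mM tranylcypromine positive control for full effect; values of inactives mirror those of a sister screen read the other way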
CYP2C9 activ = increases human cytochrome P450 2C9 activity; P11712; recombinant CYP2C9, luciferin-H conversion, luminescence; hits give high values; factor 1 = untreated enzyme, 0 = blocked; activation factor at 5 µM; actives 1.4% (n = 96,000);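 active = activation factor of 2 or more for CYP2C9 at a 5 µM dose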;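 also: 0 = sulfaphenazole-blocked wells and 1 = vehicle-only wells; values of inactives mirror those of a sister screen read the other way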
CD11b adhes enh = increases human CD11b/CD18 adhesion to fibrinogen; P05107+P11215; K562 CD11b/CD18 adhesion to fibrinogen, ATPlite luminescence; activation, % at 10 µM; actives 0.07% (n = 93,000); AID 1499;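 active = 10 µM primary screen giving 50% or more activity, confirmed by 40% or more on retest at that dose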; also: strong numbers were not always called active; reference of the scale not given here
Mac1 fbg inh = inhibitors of human CD11b/CD18 binding to fibrinogen; P05107+P11215; K562 CD11b/CD18 adhesion to fibrinogen, ATPlite luminescence; Mn2+ added to activate the integrin; inhibition, % at 10 µM; actives 0.54% (n = 93,000);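 active = primary inhibition of 50% or more at 10 µM, then 40% or more on retest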; also: some results filed as inactive read as strong as hits
Active calls of the source: *; · = not tested or not shown. The order is random; any-hit rate near 31%.

SMILES	CYP2C19 act	Pyk2 oligo antag	CYP2C9 inhib	MT1-MMP txn act	PLAP act	CYP2C19 inh	CYP2C9 activ	CD11b adhes enh	Mac1 fbg inh
COc1ccc(NC(=S)Nc2ccc(Oc3ccccc3)cc2)cc1	1.1	1.5	-16	·	1.3	-8	1.2	·	·
O=C(CCCN1C(=O)c2ccccc2C1=O)NCCCN1CCOCC1	1.1	0.91	3	1.1	1	-9	1	2	-3
CCC(=O)Nc1ccc(Cl)c(NC(=O)c2cccnc2)c1	0.9	0.49	-14	1.2	1	14	1.1	1	-16
Cc1ccccc1NC(=O)c1cccc(OCc2c(C)noc2C)c1	0.8	-1.1	20	1	0.8	24	0.8	-4	-5
COc1cc(NC(=O)NC(C)(C(F)(F)F)C(F)(F)F)cc(OC)c1OC	1.1	-0.01	4	1	1	-7	1	-1	-10
CC(C)c1ccc(OC(=O)NCCO)cc1	0.5	-0.2	-10	1.2	1.3	49	1.1	0	-13
Cc1cccc(N(CC(N)=O)C2SC(=O)N(c3ccccc3)C2=O)c1 (centres undefined)	0.9	0.85	-17	1.1	1	9	1.2	-3	-5
COC(=O)c1sccc1NC(=S)N1CC(C)CC(C)C1 (centres undefined)	0.2	1.5	70*	·	1	83*	0.3	0	-47
CCCC(=O)Nc1cc(OC)c(OC)cc1C(=O)O	1.1	-0.64	-22	·	0.8	-5	1.2	-3	-3
CN(C)C(=O)CSCc1c(Cl)cccc1Cl	1	1.2	-9	1.1	0.8	-3	1.1	-5	4
COC(=O)c1cc(=O)n2c(-c3ccccc3)csc2n1	1	1.5	-4	1	1.1	4	1	-1	-4
O=C1CC(c2ccco2)Cc2nc(N3CCc4ccccc4C3)ncc21 (centres undefined)	0.1	0.57	98*	1.1	1.4	95*	0	-3	17
CC1(C)CC(=O)C2=C(C1)NC(SCC(N)=O)=C(C#N)C21CCCCC1	1	-2	7	·	1.1	-1	0.9	0	2
CCCn1c(=O)c2ccccc2n2c(SCCOc3ccccc3F)nnc12	0.4	0.65	46	1.1	0.9	56*	0.5	2	6
O=C1CCc2cc(S(=O)(=O)N3CCN(c4cccc(Cl)c4)CC3)ccc2N1	1	0.13	18	1	0.9	3	0.8	24	-7

With a hit mark in CYP2C9 inhib, among the entries above:
SMILES	CYP2C19 act	Pyk2 oligo antag	CYP2C9 inhib	MT1-MMP txn act	PLAP act	CYP2C19 inh	CYP2C9 activ	CD11b adhes enh	Mac1 fbg inh
COC(=O)c1sccc1NC(=S)N1CC(C)CC(C)C1 (centres undefined)	0.2	1.5	70*	·	1	83*	0.3	0	-47
O=C1CC(c2ccco2)Cc2nc(N3CCc4ccccc4C3)ncc21 (centres undefined)	0.1	0.57	98*	1.1	1.4	95*	0	-3	17

Back to the main list; the 2 compounds before the break are reprinted first.
SMILES	CYP2C19 act	Pyk2 oligo antag	CYP2C9 inhib	MT1-MMP txn act	PLAP act	CYP2C19 inh	CYP2C9 activ	CD11b adhes enh	Mac1 fbg inh
CCCn1c(=O)c2ccccc2n2c(SCCOc3ccccc3F)nnc12	0.4	0.65	46	1.1	0.9	56*	0.5	2	6
O=C1CCc2cc(S(=O)(=O)N3CCN(c4cccc(Cl)c4)CC3)ccc2N1	1	0.13	18	1	0.9	3	0.8	24	-7
CC(=O)Nc1ccc(NS(=O)(=O)c2cccc3ccccc23)cc1	0.1	0	29	1.2	1.4	89*	0.7	-5	16
CC(C)CNS(=O)(=O)c1ccc(CCC(=O)N2CCOCC2)cc1	0.7	0.15	13	1	1	28	0.9	2	-4
CC1(NC(=O)C23CC4CC(CC(C4)C2)C3)CCS(=O)(=O)C1 (centres undefined)	1	0.16	-4	1.2	1	-1	1	4	0
Cn1nc([N+](=O)[O-])c2c(-c3nc4ccccc4s3)c(N)n(C3CCCCC3)c2c1=O	1.1	0.38	29	1.2	0.7	-8	0.7	0	7
Cn1c(CSc2nc3ccccc3s2)nc2ccccc21	0	-0.32	78*	1.7	1.2	98*	0.2	0	-18
CC1(C)Cc2c(oc3ncn4ncnc4c23)CO1	1.1	0.33	-7	1.2	0.8	-8	1.1	-4	10
COC(=O)c1ccc2c(c1)SC1=C(CCCC1=O)N2	0.2	0.08	20	1.4	0.8	83*	0.8	4	14
CCCC(=O)Nc1ccccc1N1CCN(C(=O)c2ccccc2)CC1	0.7	-1.2	36	1.1	1	33	0.6	-5	0
Cc1cnc(C(=O)OCC(=O)NCCc2ccccc2)cn1	1	0.71	20	1.3	0.9	0	0.8	-1	-5
CCSCCOC(=O)C1=C(C)N(C)C(=O)NC1c1cc(OC)ccc1OC (centres undefined)	0.1	0.17	79*	1.1	1.7	93*	0.2	1	6
COc1ccc(CCN2C(=O)C(O)=C(C(=O)c3ccco3)C2c2cccs2)cc1OC (centres undefined)	1	-0.02	53*	1.1	1.2	1	0.5	·	·
CCOC(=O)NC1(NCC(C)C)Oc2ccccc2O1	0.5	0.63	19	·	1.1	50	0.8	2	-7
O=S(=O)(NC(=NC1CCCC1)C(F)(F)F)c1ccccc1	0.3	-1.2	-41	1	1	66*	1.4	-2	-6
CCC(=O)Nc1nc2ccccc2n1Cc1ccccc1C	0.5	-0.28	-7	1.1	1.7	50	1.1	-3	38
Cc1cc(C)c2c(N)c(S(=O)(=O)Cc3ccccc3)sc2n1	0	0.34	-197	1.3	1.3	99*	3*	-1	-4
CCCCNC(=O)CN1CCC2(O)CCCCC2C1c1ccccc1OC (centres undefined)	0.6	-0.67	41	1.2	1.5	42	0.6	-2	-3
CC1(C)CC(=O)C2=C(C1)N(c1ccccc1)C(N)=C(C#N)C2c1ccsc1 (centres undefined)	0.3	0.19	75*	1	0.8	68*	0.2	7	-50
CC1(C)Cc2c(c(N3CCOCC3)nc3snc(Br)c23)CO1	0.9	-0.63	67*	1.1	1.2	10	0.3	-2	-4
CN(C)CCCCOc1ccccc1-c1ccccc1	1	1.3	-4	·	1.2	2	1	-1	-3
Cc1cccc(N2CCN(S(=O)(=O)c3c(C)[nH]c(=O)[nH]c3=O)CC2)c1C	0.5	-0.88	7	·	0.9	50*	0.9	-3	-6
COc1ccc(CCNC(=O)c2c(C)cc(=O)oc2C)cc1OC	0.8	-0.26	37	0.9	0.9	21	0.6	·	·
CCN1C(=O)/C(=C/c2cccs2)SC1=Nc1ccc(OC)cc1	0.9	0.98	20	·	0.9	10	0.8	10	4
N/C(=N\c1nc2ccccc2o1)NC(=O)C(Cc1ccccc1)N1C(=O)c2ccccc2C1=O (centres undefined)	0.6	-1.1	89*	1	1.4	36	0.1	-2	4
CCOCCCN(C(=O)CNC(=O)c1ccco1)C(C(=O)NC1CCCC1)c1ccccc1C (centres undefined)	1.1	-0.46	-9	1.2	0.9	-13	1.1	-3	0
Cc1sc2nc(CN(CCc3ccccc3)C(=O)c3ccco3)[nH]c(=O)c2c1C	1	·	21	1	1.1	1	0.8	22	-6
CCc1nnc(NC(=O)CSc2nc3c(c(=O)n2C)SC(C)C3)s1 (centres undefined)	0.8	·	26	1.1	1	15	0.7	1	4
Fc1ccc(CSc2ncnc3nc[nH]c23)cc1	0.5	·	40	1.1	1.7	47	0.6	3	5
COc1ccc(Nc2oc(COc3ccccc3F)nc2C#N)cc1	0.5	·	60*	1	1.4	54*	0.4	0	-6
COc1ccc(Cl)cc1NC(=O)C(C)Sc1n[nH]c(N)n1 (centres undefined)	0.6	-0.31	-129	1	1.8	40	2.3*	-2	-10
CCOC(=O)c1ccc(NC(=O)NC(C)C2CCCO2)cc1 (centres undefined)	1.1	-0.08	10	1.4	1	-7	0.9	2	-7
Cc1ccc(NC(=S)NNC(=O)c2c([N+](=O)[O-])c(C)nn2C)cc1	1.3	0.34	3	·	2.5*	-27	1	-1	2
COc1cc2c(C#N)c(N3CCN(C)CC3)nc(N)c2c(N)n1	1.1	0.7	23	1.2	1.1	-7	0.8	-1	-8
CC(C)COC(=O)Nc1ccc(C(=O)O)cc1	0.7	1.9	6	1.3	0.9	29	0.9	·	·
COCCCNC(=O)C(=O)NCCCOC(C)C	0.6	0.51	-4	·	0.9	41	1	-4	-12
C=CCn1c(=O)c2ccccc2n2c(SCc3cc(=O)n4ccsc4n3)nnc12	1.1	-0.19	-4	1.1	0.9	-9	1	-4	-8
Cc1nc2cc(S(=O)(=O)N(C)C)ccc2n1-c1ccccc1	0.2	0.24	25	1.1	1	81*	0.7	0	-16
CC1CN(S(=O)(=O)c2cccc(C(=O)OCc3cc(=O)oc4cc(O)ccc34)c2)CC(C)O1 (centres undefined)	0.3	-3	83*	1	1.5	69*	0.2	4	2
CCOC(=O)c1[nH]c(C)c(C(=O)N(C)Cc2ccccc2)c1C	0.5	-0.27	30	1	1.2	49	0.7	-2	-6
Cc1ccc(NC(=O)CCC(=O)OCC(=O)c2ccc(Oc3ccc([N+](=O)[O-])cc3)cc2)cc1C	0.9	1	32	·	1	10	0.7	-4	-14
Cc1ccccc1-c1nnc(SCc2ccccc2F)o1	0.9	-0.83	14	1.4	1	8	0.9	-4	5
C/C(CCc1ccc2c(c1)OCO2)=N\N=C1\NC(=O)CC(C(=O)Nc2ccc(Cl)cc2)S1 (centres undefined)	0.7	0.13	75*	·	1.3	30	0.2	·	·
S=C(NCc1ccco1)N1CCN(C(c2ccccc2)c2ccccc2)CC1	0.7	-0.9	72*	·	1.1	35	0.3	·	·
COc1cccc(-n2cnc3cccc(N)c32)c1	0.6	-0.15	-125	1.1	1.2	37	2.3*	-1	28
COC(=O)C(C(=O)OC)c1ccccc1[N+](=O)[O-]	0.9	-0.07	-1	1.2	1	6	1	-2	-1
CCOC(=O)c1[nH]cnc1C(=O)O	0.9	0.52	6	1	1	11	0.9	0	-12
Cc1cc(C(=O)OC(C)C(=O)Nc2nc(-c3ccccc3)cs2)c(C)o1 (centres undefined)	0.1	-0.35	96*	·	0.8	89*	0	1	19
O=C1CCCc2sc3c(c2N1)CCCCC3	0.9	0.09	-8	1.1	1	7	1.1	-3	4
Cc1cc(NC(=O)c2cc(-c3cccs3)nc3ccccc23)no1	1.1	·	36	1.2	1	-14	0.6	-6	18
CCCn1cc(SCC(=O)Nc2ccc3c(c2)OCO3)c2ccccc21	0.3	·	77*	·	0.6	74*	0.2	5	6
C/C(N)=C(/C#N)C(=O)CSc1nnc(Nc2ccccc2C)s1	0.4	0.9	45	1.3	1.1	60*	0.6	6	-12
O=C(c1ccc(COc2c(F)c(F)cc(F)c2F)o1)N1CCN(c2ccc(Cl)cc2)CC1	0.8	0.24	39	0.8	0.9	18	0.6	9	-4
Cc1c(N=CC=Nc2c(C)n(C)n(-c3ccccc3)c2=O)c(=O)n(-c2ccccc2)n1C	1	·	0	1.1	1.1	-1	1	-6	-2
COc1ccc(C2C(C#N)=C(/N=C/N3CCN(C)CC3)OC3=C2C(=O)CC(C)(C)C3)cc1OC (centres undefined)	0.7	0.42	33	1	1.7	31	0.7	0	-9
O=C(CCCN1C(=O)c2ccccc2C1=O)Oc1ccc(F)cc1	0.3	-0.06	6	1.1	1.1	65*	0.9	-1	-23
COc1ccc(-n2c3c(cc(C(=O)N4CCC(C)CC4)c2=O)C(=O)CC(C)(C)C3)cc1	0.9	·	3	1.1	1.5	9	1	1	-6

In the list so far, these contain a CF3 group.
SMILES	CYP2C19 act	Pyk2 oligo antag	CYP2C9 inhib	MT1-MMP txn act	PLAP act	CYP2C19 inh	CYP2C9 activ	CD11b adhes enh	Mac1 fbg inh
COc1cc(NC(=O)NC(C)(C(F)(F)F)C(F)(F)F)cc(OC)c1OC	1.1	-0.01	4	1	1	-7	1	-1	-10
O=S(=O)(NC(=NC1CCCC1)C(F)(F)F)c1ccccc1	0.3	-1.2	-41	1	1	66*	1.4	-2	-6
